# Pf growth 48h: inhibits P. falciparum growth in the first generation, 48 h | P. falciparum luciferase growth in erythrocytes, 48 h | Potency, µM (titrated, usually from 28.7 µM), without a hit: top-dose activity change, negative = inhibition, hits mostly inhibitors | 5.9% of 310,000 active | AID 504832; also: potency is read from the fitted curve at half-maximal effect; % is scaled to controls: 0 for no effect and ±100 for the full control effect
#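 Read-out is firefly luciferase luminescence from an integrated reporter in P. falciparum, so falling signal marks reduced parasite growth. Infected erythrocytes were at 2% hematocrit and 0.1% parasitemia (final) in Albumax-supplemented RPMI 1640.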
# Cycloheximide cs: affects cycloheximide protein synthesis inhibition readout, counter-screen; cell reporter, cycloheximide protein synthesis inhibition counterscreen; 12% of 300,000 active; max response, %; in the data active = max response mostly above about 13%, no sharp cut-off; inactive = mostly below about 14%; also: read at 38.3 µM for the half of the compounds with a filed dose; 0% is about no effect
# Pf growth 96h: P. falciparum growth inhibition at 96 hour, primary screen for plastid delayed-death inhibitors; P. falciparum luciferase reporter growth, 96 h; Potency, µM (doses to about 28.7 µM), for the others: at the top dose activity change, negative = inhibition, hits mostly inhibitors; 6.9% of 320,000 active; also: potency is read from the fitted curve at half-maximal effect; % is scaled to controls: 0 for no effect and ±100 for the full control effect
#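 Erythrocytes infected with luciferase-expressing P. falciparum were dispensed at 2% hematocrit and 0.05% parasitemia (final), then incubated with compounds 96 hours at 37 C in 5% CO2. Luminescence after detection reagent addition reported growth.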
# Giardia FBPA inh: Giardia lamblia aldolase inhibition. 0.71% of 290,000 active. purified Giardia FBPA. A8B2U2. AID 2451. Potency, µM (highest dose often 59.6 µM), without a hit: top-dose activity, negative = inhibition, actives largely listed as inhibitors; also: potency is read from the fitted curve at half-maximal effect; % is scaled to controls: 0 for no effect and ±100 for the full control effect; nearly all actives have a fitted effect of over 55% in size
# Target sequence (A8B2U2 whole entry, looked up): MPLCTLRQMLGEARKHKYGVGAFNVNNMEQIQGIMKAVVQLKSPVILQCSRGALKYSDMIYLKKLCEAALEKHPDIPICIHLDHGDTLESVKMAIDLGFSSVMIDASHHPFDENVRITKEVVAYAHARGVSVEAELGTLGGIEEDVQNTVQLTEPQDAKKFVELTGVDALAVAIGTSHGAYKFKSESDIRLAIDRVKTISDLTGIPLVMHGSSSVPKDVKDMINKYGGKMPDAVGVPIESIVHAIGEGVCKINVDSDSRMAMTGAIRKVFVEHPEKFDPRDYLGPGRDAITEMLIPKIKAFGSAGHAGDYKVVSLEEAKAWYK
#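 40 nM FBPA preincubated 10 min at RT with compound (up to 57.5 uM final), then substrate plus GAPDH/TPI/NAD/arsenate coupling and diaphorase/resazurin added. Fluorescence read after 20 min at RT, 525/598 nm.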
# Sm TGR block: S. mansoni TGR enzyme inhibition | Q962Y6 | purified TGR, DTNB reduction, TNB absorbance 405 nm | Potency, µM (series often up to 114 µM), for the others: at the highest dose activity change, negative = inhibition, hits mostly inhibitors | 3% of 360,000 active | AID 485364; also: potency is read from the fitted curve at half-maximal effect; % is scaled to controls: 0 for no effect and ±100 for the full control effect; nearly all actives have a fitted effect of over 60% in size
#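 TGR 20 nM + NADPH 100 uM (dispensed conc.), cpd preinc 15 min RT; start with NADPH (500 uM addition) then DTNB (15 mM addition). Kinetic TNB absorbance, 405 nm filter. Four-parameter Hill fit across titration.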
# Shiga inhibitor: inhibitors of Shiga toxin in Vero cells; 9.2% of 290,000 active; inhibition, % at 38.7 µM; Vero cells, Shiga toxin protein synthesis inhibition reporter; AID 2315; in the data active = inhibition mostly above about 28%, no sharp cut-off; inactive = mostly below about 43%; also: 0% is about no effect
# * = called active by the depositor; ? = inconclusive; . = no result given; & = joins results of further samples; [ ] = dose if it differs, or a comment. Unless noted, calls follow the shape of the dose curve; as a rule, active = well fitted curve in the direction sought with a large enough effect; inconclusive = small, poorly fitted or top-dose-only effect, or another doubt; inactive = no such curve, though single readings can be large; an effect the other way counts as inactive or inconclusive.
# Start of the data: the first 3 entries (preview)
SMILES,Pf growth 48h,Cycloheximide cs,Pf growth 96h,Giardia FBPA inh,Sm TGR block,Shiga inhibitor
COC(=O)Cc1ccc(NC(=S)NC2CC2)cc1,9%,-2,20%,1%,45µM*,24
Cc1ccc(Nc2nnns2)cc1,-18%,6,89%[activator],3%,6%,-7
COc1cccc(NC(=O)c2cnn(-c3ccccc3)c2C)c1,119%[activator],32*,234%[activator],-21%,5%,53*

# Results, previewed entries included:
SMILES,Pf growth 48h,Cycloheximide cs,Pf growth 96h,Giardia FBPA inh,Sm TGR block,Shiga inhibitor
COC(=O)Cc1ccc(NC(=S)NC2CC2)cc1,9%,-2,20%,1%,45µM*,24
Cc1ccc(Nc2nnns2)cc1,-18%,6,89%[activator],3%,6%,-7
COc1cccc(NC(=O)c2cnn(-c3ccccc3)c2C)c1,119%[activator],32*,234%[activator],-21%,5%,53*
Cc1ccc2oc(=O)n(Cc3ccccc3)c2c1,-3%,12,?,-6%,3%,2
O=c1nc(/C=C/c2ccc(Cl)cc2Cl)cc(C(F)(F)F)[nH]1,1%,1,?,-8%,-34%,13
CCNc1nc(NCC)nc(Oc2ccc(C(=O)OC)cc2)n1,-8%,-2,38%,0%,-8%,-19
CCN1CCN(C(=O)c2ccc(COc3ccc(Cl)cc3)o2)CC1,6%,-4,-3%,.,32%,-7
CCN1C(=O)C(=O)N(CC(=O)Nc2ccccc2OC(F)F)C1=O,-20%,.,?,.,-7%,.
CCCCCCNC(=O)N[C@H](Cc1ccc(O)cc1)C(=O)NCCC[C@H]1CN2C(=NC[C@H]2CCC)N1CC1CCC1,7.4µM*,-2,2.9µM*,16µM*,5µM*,17
O=C(Nc1ccccc1)C1=C[C@@H](c2ccc(Br)cc2)C[C@@H](OCc2ccc(CO)cc2)O1,?,46*,?,-10%,0%,86*
C=CCOc1ccc2ccccc2c1/C=N/O,.,1,19%,-1%,1%,10
CC(C)(C)C(=O)CN1C(=O)NC2(CCOc3ccccc32)C1=O (stereo not drawn),11%,-8,?,.,0%,-18
COc1c(O)ccc(/C=N/NC(=O)c2ccc3c(c2)OCCO3)c1[N+](=O)[O-],198%[activator],21*,147%[activator],0%,0%,52*
O=C(Cn1cnc2ccccc21)N/N=C/c1ccccc1,5%,0,29%,7%,1%,-18
O=C1c2ccccc2C(=O)N1CCSC(=S)N1CCOCC1,72%[activator],26*,11%,7%,3%,51

# Random excerpt: two entries already listed.
SMILES,Pf growth 48h,Cycloheximide cs,Pf growth 96h,Giardia FBPA inh,Sm TGR block,Shiga inhibitor
CCN1CCN(C(=O)c2ccc(COc3ccc(Cl)cc3)o2)CC1,6%,-4,-3%,.,32%,-7
O=C1c2ccccc2C(=O)N1CCSC(=S)N1CCOCC1,72%[activator],26*,11%,7%,3%,51

# (next part)
SMILES,Pf growth 48h,Cycloheximide cs,Pf growth 96h,Giardia FBPA inh,Sm TGR block,Shiga inhibitor
CN(C(=O)c1ccc(NC(=O)Cc2ccc(NC(=O)C3CCN(C(=O)C4CCC4)CC3)cc2)cc1)C1CC1,?,.,9.3µM*,.,-1%,.
C/C(=N\NS(=O)(=O)c1ccc(Br)cc1)c1ccc2c(c1)OCO2,0%,3,-27%,-9%,-10%,-2
CC(Oc1ccccc1)C(=O)OCC(=O)Nc1sccc1C(N)=O (stereo not drawn),-24%,.,-18%,.,-6%,.
O=S1(=O)C=C(SCCN2CCCCC2)c2ccccc21,-27%,26*,5%,2%,-4%,37*
COc1ccc(/C=C2\Oc3cc(OC(=O)N4CCOCC4)ccc3C2=O)cc1,?,-3,?,-7%,9%,-13
CCCCOc1ccc(C(=O)NCC(=O)NCC2CCCO2)cc1 (stereo not drawn),?,1,27%,.,-26%,-6
Oc1ccc(/C=N/NP(=S)(c2ccccc2)c2ccccc2)cc1O,?,9,.,?,2%,24
O=C(OCc1cc(=O)oc2cc(O)ccc12)c1cc(S(=O)(=O)N2CCOCC2)ccc1F,28%,.,3%,.,3%,.
CSc1ccccc1NC(=O)c1ccccn1,-12%,18*,11%,-5%,0%,45*
COc1ccccc1Nc1nc2ccc(C)cc2n2cnnc12,2%,12,-1%,5%,9%,11
COc1ccc(Oc2nc(-c3ccccn3)ncc2OC)cc1,0%,9,?,?,22%,-18
C/C(=N/NS(=O)(=O)c1ccc(C)c(C)c1)c1c[nH]c2ccccc12,?,-1,-3%,-1%,-3%,-6
COc1ccc(NC(=O)Nc2ccccc2F)c([N+](=O)[O-])c1,82%[activator],26*,?,5%,5%,69*
O=c1ccc2ccccc2n1Cc1cccc(F)c1,-14%,1,?,13%,-7%,11
CN(c1ccc(C(=O)N2CCN(Cc3ccccc3)CC2)cc1)S(=O)(=O)c1ccccc1,-8%,-4,?,7%,-7%,-2

# Exported with two lines to a compound: 4 of the compounds above.
# Results follow in this order: Pf growth 48h | Cycloheximide cs | Pf growth 96h | Giardia FBPA inh | Sm TGR block | Shiga inhibitor
- COc1ccc(/C=C2\Oc3cc(OC(=O)N4CCOCC4)ccc3C2=O)cc1
    ? | -3 | ? | -7% | 9% | -13
- CCCCOc1ccc(C(=O)NCC(=O)NCC2CCCO2)cc1 (stereo not drawn)
    ? | 1 | 27% | . | -26% | -6
- Oc1ccc(/C=N/NP(=S)(c2ccccc2)c2ccccc2)cc1O
    ? | 9 | . | ? | 2% | 24
- O=C(OCc1cc(=O)oc2cc(O)ccc12)c1cc(S(=O)(=O)N2CCOCC2)ccc1F
    28% | . | 3% | . | 3% | .

# Additional entries:
SMILES,Pf growth 48h,Cycloheximide cs,Pf growth 96h,Giardia FBPA inh,Sm TGR block,Shiga inhibitor
CC1=C(C(=O)NCc2ccccc2)C(c2ccc(C)o2)n2ncnc2N1 (stereo not drawn),26%,-1,21%,8%,-3%,-12
COc1ccc(-c2cc(C(=O)NCCCN3CCCC3=O)c3ccccc3n2)cc1,1%,.,-10%,.,-1%,.
O=C(Nc1ccc2sc3ccccc3c(=O)c2c1)c1ccccc1Cl,20%,40*,16%,3%,8%,94*
Cc1ccc(-n2c(O)c(C=N)c(=O)n(-c3ccc(C)cc3)c2=O)cc1,-5%,-2,0%,3%,20%,-7
Cc1ccnc2ccc(-c3nc4ccccc4o3)cc12,140%[activator],21*,77%[activator],-11%,5%,55*
CCOc1ccc(S(=O)(=O)N2CCCCC2)cc1NC(=O)CCc1ccc(OC)cc1,13µM*,.,10µM*,.,-11%,.
CC(C)Oc1ccc(C(CC(=O)NCCCN(C)C)c2ccc(F)cc2)cc1 (stereo not drawn),?,-2,12µM*,2%,-1%,15
Cc1ccccc1C(=O)Nc1ccnn1C1CCN(CC2CC=CCC2)CC1 (stereo not drawn),10%,3,15µM*,.,-1%,19
Cn1c(=O)c2c(ncn2C[C@@H](O)CO)n(C)c1=O,-4%[12.8 µM],.,12%[12.8 µM],0%[21.7 µM],.,.
COC(=O)[C@@H](NC(=O)O[C@H]1C(=O)c2ccc(OC)cc2O[C@@H]1c1ccc2c(c1)OCO2)C(C)C,34%[activator],23*,29%,0%&0%,0%,0
O=C(NC(=S)N1CCN(c2ccc(F)cc2)CC1)c1cccs1,?,3,-3%,-1%,-2%,-2
CCOC(=O)C(CC(=O)O)NCc1ccco1 (stereo not drawn),2%,1,23%,1%,7%,16
CCC(=O)N(Cc1cc(=O)[nH]c2ccccc12)c1ccc(OC)cc1,-9%,3,-23%,1%,-12%,-11
CC(=Nc1ccc2c(c1)CCC2)c1c(O)n(C2CCCCC2)c(=O)[nH]c1=O,4%,-1,-7%[5.75 µM],-2%,2%,12
COc1ccccc1C(=O)NNC(=O)c1cccc(O)c1,163%[activator],23*,6.6µM*,-18%,15%,21
Cn1ccc(-c2ccccc2)c(C#N)c1=O,4%,-4,?,-2%,-17%,4
N#C/C(=C(/O)CN1CCCCC1)c1nc(-c2ccc(Cl)cc2)cs1,105%[activator],18*,47%[activator],-9%,3%,50*
CN(C)S(=O)(=O)c1cccc(NC(=O)COc2ccc3ccccc3c2)c1,?,.,?,.,4%,.
Cc1nc2ccc(NC(=O)c3cccc(S(=O)(=O)N4CC(C)OC(C)C4)c3)cc2s1 (stereo not drawn),.,-1,8.3µM*,-7%,-23%,-9
COc1ccc(S(=O)(=O)NC(C)C(=O)NC2CC2)cc1C (stereo not drawn),3%,7,?,.,-34%,-6
O=C(N/N=C/c1c(O)n(C2CCCCC2)c(=S)[nH]c1=O)c1ccccc1O,?,15,?,?,0%,11
NC(=O)Cc1nc(-c2ccccc2)cs1,16%,6,?,0%,-8%,-2
CCC(=O)N1CCN(c2ccnc3cc(Cl)ccc23)CC1,13µM*,-2,12µM*,-1%,7%,-2
CC(=O)c1cc(-c2nc3ccccc3n2C)n(C)c1,-2%,7,.,-1%,5%,26
Cc1cccc(NC(=O)C(=O)NCC2CCCO2)c1 (stereo not drawn),143%[activator],43*,10%,0%,-24%,51*
NC(=O)c1ccc(NC(=O)c2cc(S(=O)(=O)N3CCCCC3)ccc2N2CCOCC2)cc1,?,.,?,.,3%,.
Cc1cccc(N2C(=O)CN(Cc3cccs3)C2=S)c1,-20%,13,48%[activator],-3%,-2%,-11
CCOC(=O)c1sc(NC(=O)CN(CC(C)C)CC(C)C)c(C(=O)OCC)c1C,2.3µM*,-3,.,-5%,-1%,-24
O=C(NCCCNC(=O)C(F)(F)C(F)F)C(F)(F)C(F)F,15%,-4,25%,0%,4%,18
O=C1C2CC=C(Cl)CC2C(=O)N1CC1Cc2ccccc2CO1 (stereo not drawn),.,-2,?,?,45µM*,-13
COC(=O)c1sc(NC(=O)c2cc(C)on2)nc1C,60%[activator],27*,86%[activator],5%,-8%,36*
CCOc1cc2[nH]c(=S)n(CCN3CCCCC3C)c(=O)c2cc1OCC (stereo not drawn),?,15,?,-8%,4%,-22
Cc1cc(-c2ccc(C(=O)O)s2)cnc1N,264%[activator],43*,162%[activator],6%,1%,76*
Nc1c(C(=O)NCc2ccco2)c2nc3ccccc3nc2n1CCc1ccccc1,?,8,-100%,?,20µM*,17
O=C(NC1CCCC1)c1n[nH]c2ccccc12,11%,43*,48%[activator],-12%,-2%,54
COc1ccc(/C(C)=N/NC(=O)c2nnn(-c3nonc3N)c2CN(C)c2ccccc2)cc1,9%,8,31%[activator],-5%,3%,13
COc1ccc(N2CCN(c3nc4c(C)cccn4c(=O)c3/C=C(\C#N)C(N)=O)CC2)cc1,.,-1,?,-4%,-14%,18
O=C(COC(=O)/C=C/c1ccccc1Cl)NCc1ccco1,6%,20,-3%,6%,-11%,32
COC(=O)C1=C(c2cccc(OCc3ccccc3)c2)C[C@@H]2CC[C@H]1N2C(=O)NCc1ccc2[nH]ccc2c1,13µM*,.,?,.,2%,.
O=C(Nc1nnc(S(=O)(=O)N2CCOCC2)s1)c1ccccc1Br,25%,-3,2%,-23%,2%,7
c1ccc2c(c1)CCCN2c1nc2ccccc2n2cnnc12,.,30*,24%,-14%,-16%,107*
CCOC(=O)C(=O)Nc1ccc2c(c1)OCO2,31%,13,35%[activator],5%,3%,35
COc1nn(C(C)C(=O)N2N=C(C(F)F)CC2(O)C(F)F)cc1[N+](=O)[O-] (stereo not drawn),2%,10,-12%,-3%,-2%,-6

# Screening data as filed in PubChem BioAssay.
